Bioassay records deposited in PubChem BioAssay by several laboratories.
bIAP activator: bovine intestinal alkaline phosphatase activators, primary screen, biochemical, bovine IAP, CDP-star luminescence | AID 1016, 2008 | alkaline phosphatase, intestinal [Bos taurus] | purified bovine IAP, 30 min; active compounds read high; fold of DMSO-control signal, blank-subtracted | hit rate 0.17% among 200,000 | activation factor at 20 µM;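 active means activation factor of 2 or more at 20 µM, a signal rise over negative controls twice the positive control's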
bIAP inhibitor: bovine intestinal alkaline phosphatase inhibitors, primary screen, selectivity assay for TNAP inhibitor project, biochemical, bovine IAP, CDP-star luminescence; purified bovine IAP, 30 min; inhibition, % at 20 µM; 190,000 tested, under 10 active; AID 1019, 2008;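 active means over 50% inhibition of intestinal alkaline phosphatase at 20 µM in the single-dose screen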
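System: Purified bovine intestinal alkaline phosphatase (IAP) enzyme | Input: IAP diluted 1/65,000,000 in the well | Also added: CDP-star chemiluminescent phosphatase substrate, 30 µM final | Dosing: 20 µM single dose | Times: Enzyme reaction for 30 min at room temperature | Detection: Luminescence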
PMI act hi M6P: human PMI activators, high substrate, primary screen, biochemical, fluorescence intensity, near-saturating mannose 6-phosphate | coupled PMI enzyme assay, resazurin fluorescence, 20 min; active compounds read high; 1 = untreated enzyme, 0 = substrate-free blank | hit rate 0.34% among 190,000 | activation factor at 20 µM;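 active means activation factor of 2 or more at 20 µM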
Target sequence (P34949 whole entry, looked up): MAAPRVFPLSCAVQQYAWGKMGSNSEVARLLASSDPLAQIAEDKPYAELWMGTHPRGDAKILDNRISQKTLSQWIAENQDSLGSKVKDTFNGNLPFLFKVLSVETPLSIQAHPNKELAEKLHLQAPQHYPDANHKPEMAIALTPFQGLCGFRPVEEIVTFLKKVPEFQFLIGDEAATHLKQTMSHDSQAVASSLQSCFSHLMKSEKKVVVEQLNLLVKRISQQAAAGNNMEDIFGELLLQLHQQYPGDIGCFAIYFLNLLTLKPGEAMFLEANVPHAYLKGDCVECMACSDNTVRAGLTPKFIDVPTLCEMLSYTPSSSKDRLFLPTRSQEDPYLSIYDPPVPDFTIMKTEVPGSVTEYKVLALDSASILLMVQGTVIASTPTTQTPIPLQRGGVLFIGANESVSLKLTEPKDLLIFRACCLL
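Material: human phosphomannose isomerase with PGI, G6PDH, diaphorase coupling enzymes; amount: PMI at 15 ng/mL final; also added: Mannose-6-phosphate 1.0 mM (near-saturating) plus 0.22 mM NADP+; incubation: enzyme reaction with compound 20 min at room temperature; signal: resorufin fluorescence (Ex 544/Em 590 nm) from resazurin via diaphorase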
PMI act: activators of human PMI, primary screen, biochemical, fluorescence intensity, near-Km mannose 6-phosphate; hit rate 0.005% among 190,000; purified human PMI, coupled resazurin fluorescence, 20 min; active compounds read high; 1 = vehicle control, 0 substrate-free wells; AID 1214, 2008; activation factor at 20 µM;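 active means activation factor of 2 or more at 20 µM, relative to plate controls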
TNAP inh noacc: human TNAP enzyme inhibitors, primary screen, biochemical, luminescent, no phosphate acceptor, uHTS; inhibition, % at 20 µM; hit rate 0.26% among 200,000; purified TNAP, CDP-star luminescence, 30 min;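 active means tissue-nonspecific alkaline phosphatase inhibition above about 50% at 20 µM in the single-dose screen, limit read from the data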;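 further: 0% = DMSO negative control and 100% = EDTA positive control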
Target sequence (P05186 whole entry, looked up): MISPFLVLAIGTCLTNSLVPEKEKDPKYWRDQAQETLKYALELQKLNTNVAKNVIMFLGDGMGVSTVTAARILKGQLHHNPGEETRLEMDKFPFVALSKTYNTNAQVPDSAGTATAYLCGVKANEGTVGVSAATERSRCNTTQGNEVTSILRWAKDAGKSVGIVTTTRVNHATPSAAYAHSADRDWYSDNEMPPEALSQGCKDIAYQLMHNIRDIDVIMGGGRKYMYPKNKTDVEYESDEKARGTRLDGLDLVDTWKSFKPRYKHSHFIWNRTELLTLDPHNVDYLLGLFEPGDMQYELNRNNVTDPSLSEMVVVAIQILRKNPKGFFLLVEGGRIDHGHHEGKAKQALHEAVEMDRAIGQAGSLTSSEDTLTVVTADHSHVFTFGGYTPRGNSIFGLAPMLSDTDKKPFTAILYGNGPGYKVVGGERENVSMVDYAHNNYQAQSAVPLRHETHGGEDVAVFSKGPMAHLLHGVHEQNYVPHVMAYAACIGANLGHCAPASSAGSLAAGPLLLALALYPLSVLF
Diaphorase act: compounds boosting diaphorase resazurin reduction – biochemical, uHTS, resorufin fluorescence, counter-screen for diaphorase-coupled primary assays, primary screen; hit rate 0.005% among 190,000; Diaphorase/resazurin coupled assay, 16 min; active compounds read high; 1 = vehicle wells, 0 = NADH-free wells; AID 1229, 2008; activation factor at 20 µM;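 active means diaphorase activity raised at least twofold by the compound at 20 µM; inactive means activation factor below 2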
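Assay system: bacterial diaphorase enzyme (C. kluyveri) / Input: enzyme 0.07 U/mL final / Medium: 50 mM HEPES pH 7.4 with 4.542 mM MgCl2, 0.005% Tween 20 / Doses: single compound dose of 20 µM, 1% DMSO final / Incubation: 16 min enzyme reaction, ambient temperature / Signal: fluorescence, excitation 544 nm and emission 590 nm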
Diaph inh CS: diaphorase inhibitors and chemical oxidizers, primary screen, counter-screen for diaphorase-coupled primary assays, biochemical, uHTS, resorufin fluorescence; diaphorase resazurin-to-resorufin fluorescence, NADH, 16 min; bacterial (C. kluyveri) enzyme, not human; inhibition, % at 20 µM; hit rate 0.69% among 190,000; AID 1217, 2008;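 active means primary screen inhibition at 20 µM above a set limit, cut at about 50% in these data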;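 further: plate controls were DMSO with full reaction for no effect and wells lacking NADH for full effect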
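Detection: fluorescence of resorufin formed from resazurin, Ex 544/Em 590 nm; test system: Clostridium kluyveri diaphorase enzyme; amount: 0.14 U/mL diaphorase, enzyme working solution; times: 16-min room-temperature incubation before reading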
TNAP act hi DEA: TNAP activators at high phosphate acceptor level, primary screen, biochemical, luminescence, uHTS | activation factor at 20 µM | purified TNAP, CDP-star luminescence, 1 M DEA, 30 min; active compounds read high; 0 = EDTA background, 1 = DMSO-only activity | 200,000 tested, under 10 active | AID 1136, 2008 | Alkaline phosphatase, tissue-nonspecific isozyme (Homo sapiens), P05186;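 active means activation factor at least 2 at 20 µM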
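Dosing: 20 µM single point. System: human TNAP. Amount: TNAP 1/800 final. Incubation: 30 min, room temperature. Read-out: TNAP activation factor scaled between EDTA and DMSO control wells. Signal: luminescence from CDP-star hydrolysis. Medium: 1 M DEA, pH 9.8, Mg2+, Zn2+. Control set: EDTA negative control, DMSO positive control.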
L major viab: Leishmania major promastigote growth inhibition, primary screen; Leishmania major promastigotes, resazurin fluorescence viability; hit rate 9% among 200,000; AID 1063, 2008; inhibition, % at 10 µM; in the data active means inhibition above about 50%;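 further: promastigotes grown with compound for 44 hours at 28 °C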
TNAP inh hi DEA: human TNAP enzyme inhibitors, primary screen, biochemical, luminescent, high phosphate acceptor level, uHTS; Alkaline phosphatase, tissue-nonspecific isozyme (Homo sapiens), P05186; purified TNAP, CDP-star luminescence, 1 M DEA; inhibition, % at 20 µM; hit rate 0.03% among 200,000;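 active means over 50% inhibition of tissue-nonspecific alkaline phosphatase at 20 µM in the single-dose screen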;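 further: plate controls were DMSO wells for no effect and EDTA-quenched wells as full inhibition for full effect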
* marks the source's active call; other numbers are inactive results; nt = not tested or not shown.

SMILES	bIAP activator	bIAP inhibitor	PMI act hi M6P	PMI act	TNAP inh noacc	Diaphorase act	Diaph inh CS	TNAP act hi DEA	L major viab	TNAP inh hi DEA
CC(=O)NC1=NC(=O)/C(=C/c2cc(C)n(-c3ccc(NC(C)=O)cc3)c2C)S1	1	1	0.9	0.9	15	0.9	13	0.9	5	7
COc1ccc2cc(CN(CC3CCCO3)S(=O)(=O)c3ccccc3)c(=O)[nH]c2c1 (centres undefined)	0.9	7	1.1	1	-12	0.9	10	1.1	26	-6
COc1cc2c(C(=O)N3CCN(c4ccccc4)CC3)c(C)oc2cc1Br	1.1	-6	0.9	0.9	5	0.8	20	1	8	-3
O=C(NCCCCCCNC(=O)OCCO)OCCO	1	-3	1.1	1.1	-8	1	1	1	-6	0
COc1ccccc1-c1ccc(SCC(=O)Nc2cc(C)on2)nn1	0.7	32	1	1	-9	0.9	8	1	4	-2
CC(C)(C)c1ccc(NC(=O)CC2(C(F)(F)F)OCCO2)cc1	0.9	12	1	1.1	-16	0.9	6	1.1	9	-7
Cc1cc(C)n(C2CC(=O)N(c3cccc(Cl)c3)C2=O)n1 (centres undefined)	0.9	6	1.1	1	-7	0.9	10	1	22	0
Cc1cc(NS(=O)(=O)c2ccc(NC(=O)CSc3nnc(-c4ccco4)n3C)cc2)nc(C)n1	1.1	-9	1	1.1	3	0.9	12	1	-8	-1
COc1ccc(N(C(C)C(=O)NN=C2CCCC2)S(C)(=O)=O)cc1 (centres undefined)	1.4	-36	1	1	-9	1	4	1	-3	-3
COc1ccc(-c2csc(/N=C/N(C)C)n2)cc1OC	1	2	1.1	1.1	-18	1	4	1	1	-5
O=C(/C=C/c1ccccc1)Nc1scc(-c2ccccc2)c1C(=O)O	1	-3	1	1.2	-8	0.9	8	1	-3	-3
O=C(NC(=O)N1CCN(c2ccccc2)CC1)c1ccc(Cl)cc1	1.1	-10	0.9	0.9	-3	0.9	12	1	-3	0
c1ccc2c(CSCCc3ccncc3)cccc2c1	0.9	12	0.8	0.8	-10	1	3	1	99*	-4
CCC(=O)c1ccccc1OCCN1C(=O)NC(C)(C)C1=O	1	-1	0.9	0.9	-6	0.9	10	1	-7	0
CCOC(=O)c1c(N2C(=O)C3CC(C)=C(C)CC3C2=O)sc(C)c1C (centres undefined)	0.9	7	1	1	-8	0.9	8	1	-3	-3
O=S(=O)(NCCCO)c1ccc2c(c1)Cc1cc(S(=O)(=O)NCCCO)ccc1-2	1	3	1	1	-8	1.1	-7	1	-4	-2
Cc1ccc2nc(-c3cccs3)oc(=O)c2c1	0.9	12	1.1	1.1	-6	1	4	1.1	-5	-5
COc1ccc(NC(=O)COC(=O)C23CC4CC(CC(Cl)(C4)C2)C3)c(OC)c1	1	-4	0.8	0.8	-11	0.7	26	1.1	-7	-6
CCOC(=O)C(C)Sc1nc(C2CC2)cc(C(F)(F)F)c1C#N (centres undefined)	1	-2	1	0.9	-7	0.9	11	1	0	-3
O=C1NCCN1CCNS(=O)(=O)c1ccc(F)cc1	0.9	7	1.1	1.1	-4	1	4	1	-1	-3

Some entries already given with just TNAP inh noacc, PMI act and bIAP inhibitor:
Molecule	TNAP inh noacc	PMI act	bIAP inhibitor
CCOC(=O)c1c(N2C(=O)C3CC(C)=C(C)CC3C2=O)sc(C)c1C (centres undefined)	-8	1	7
O=S(=O)(NCCCO)c1ccc2c(c1)Cc1cc(S(=O)(=O)NCCCO)ccc1-2	-8	1	3

Remaining list, next part
SMILES	bIAP activator	bIAP inhibitor	PMI act hi M6P	PMI act	TNAP inh noacc	Diaphorase act	Diaph inh CS	TNAP act hi DEA	L major viab	TNAP inh hi DEA
CC1CCN(C(=O)CSc2nc(N)c3c4c(sc3n2)CN(C)CC4)CC1	1	1	0.8	1	-9	0.8	25	1	10	-3
Oc1ccc(C=Nc2ccccc2-c2nc3ccccc3[nH]2)cc1	0.9	7	0.7	0.8	1	0.8	19	1	13	-3
CCOC(=O)C(NC(=O)c1ccccc1)(N1CCCC1=O)C(F)(F)F (centres undefined)	1.1	-7	0.9	1	-6	0.9	8	1	-1	-1
O=C(Nc1ccc2c(c1)OCCO2)NC1CCCCC1	0.9	5	1	1	-5	0.9	12	1	-6	-4
OCCNCc1cccc(Br)c1	1	1	1	1.2	-4	1	2	1	-5	1
O=C1C=C(NCC2CCCO2)C2(CCCCC2)O1 (centres undefined)	0.9	6	1.1	1.1	-16	0.9	5	1.1	-5	-6
Nc1n[nH]c2c1C1(CCCCC1)Cc1ccccc1-2	1.4	-40	1.1	1.1	0	0.9	8	1.1	16	-7
CCCN1C(=O)CSC1=Nc1ccccc1	1	-1	1.1	1.1	-7	1	4	1	-4	-2
CS/C(=N\S(=O)(=O)c1ccc(Cl)cc1)c1ccccc1	0.4	nt	1.3	1.1	-2	0.9	14	1	-10	-4
O=C(/C=C/c1ccc([N+](=O)[O-])s1)N1CCCC1	1	1	1	1.2	-4	1	2	1	88*	-1
COc1ccc(OC)c(C2C(C(=O)O)c3ccccc3C(=O)N2C)c1 (centres undefined)	0.9	6	1.1	1	-8	1	3	1	-5	1
Cc1ccc(C)c(C(=O)CN2C3=NCCCN3c3ccccc32)c1	1	-1	0.9	0.8	-4	1	5	1	78*	-5
COc1cc([C@H]2c3[nH]c4ccccc4c3C[C@H]3C(=O)N4[C@@H](c5cc(OC)c(OC)c(OC)c5)c5[nH]c6ccccc6c5C[C@H]4C(=O)N23)cc(OC)c1OC	0.6	36	1.1	1.1	-31	1.1	-7	1.1	-4	-10
CCN(C(=S)Nc1cccc(C)c1)c1ccccc1	1.2	-18	1	1	-6	1	3	1.1	3	-9
Cc1cc(C)c(C#N)c(SCC(=O)c2cc(C)n(CCc3ccccc3)c2C)n1	1	4	1	0.9	-8	1	-1	1	31	-5
CCN(CC)S(=O)(=O)c1ccc(NC(=O)C2COc3ccccc3O2)cc1 (centres undefined)	1	4	1	1	-10	1	0	1	1	-1
CC(C)CCN1CCN(Cc2ccsc2)CC1CCO (centres undefined)	1	3	1	1	-4	1	3	1.1	-3	-6
CC(NC(=O)CCSc1nc(-c2ccco2)cc(C(F)(F)F)n1)c1ccccc1 (centres undefined)	0.9	6	0.9	0.9	-13	0.8	25	1.1	14	-7
CCN(CC)CCCN1C(=O)c2oc3ccccc3c(=O)c2C1c1cccs1 (centres undefined)	1	0	0.9	1	-7	0.9	13	1	6	-2
Cc1ccc(S(=O)(=O)NC(Cc2ccccc2)C(=O)O)cc1 (centres undefined)	1	-4	1	1.1	-4	0.9	12	1	0	0
Cc1ccc(OCC(=O)Nc2cccc(-c3nnc(-c4ccccc4)o3)c2)cc1	0.5	48	0.9	1	-14	0.8	21	1	11	-4
O=C(CCl)N=c1sccn1Cc1cccc2ccccc12	1.1	-12	1.2	1.3	-16	1	-1	1	27	-4
O=C(Nc1ccc(Br)cc1)c1ccc(N2C(=O)C3CC=CCC3C2=O)cc1 (centres undefined)	1.2	-18	1	1	-8	1	3	1.1	48	-8
CSc1nnc(C)c(=O)n1COC(=O)/C=C/c1ccccc1	1.1	-9	1	0.9	-2	1	3	1	4	2
CCS(=O)(=O)N1CCN(C2CCC(c3ccccc3)CC2)CC1 (centres undefined)	1	-3	1	1	-6	0.8	18	1.1	99*	-5
COc1ccc(CCNC(=O)CCCCCn2c(SCC(N)=O)nc3cc4c(cc3c2=O)OCO4)cc1OC	1	-1	1	1	-14	1	5	1.1	3	-6
O=S(=O)([O-])C/C(=C\c1ccc(Cl)cc1)c1cc[n+](CCO)cc1	1.1	-12	1	1.1	-11	1	3	1	-4	-2
COc1ccc(C2c3c(-c4cc(Cl)c(C)cc4O)n[nH]c3C(=O)N2Cc2cccnc2)cc1OC (centres undefined)	1.7	-66	1	0.9	-147	0.8	24	1.1	12	-6
COc1ccccc1NC(=O)CSc1ccc2nnc(-c3ccncc3)n2n1	1	0	1	1.1	20	0.9	8	1	4	-1
CSC1=C(C#N)C(c2ccccc2)C(C(C)=O)=C(C)N1 (centres undefined)	0.9	8	1	1	-11	0.9	9	1.1	7	-6

Some of these compounds in order of heavy-atom count, ascending.
SMILES	bIAP activator	bIAP inhibitor	PMI act hi M6P	PMI act	TNAP inh noacc	Diaphorase act	Diaph inh CS	TNAP act hi DEA	L major viab	TNAP inh hi DEA
CSc1nnc(C)c(=O)n1COC(=O)/C=C/c1ccccc1	1.1	-9	1	0.9	-2	1	3	1	4	2
O=C(Nc1ccc(Br)cc1)c1ccc(N2C(=O)C3CC=CCC3C2=O)cc1 (centres undefined)	1.2	-18	1	1	-8	1	3	1.1	48	-8
COc1ccccc1NC(=O)CSc1ccc2nnc(-c3ccncc3)n2n1	1	0	1	1.1	20	0.9	8	1	4	-1

The list goes on:
SMILES	bIAP activator	bIAP inhibitor	PMI act hi M6P	PMI act	TNAP inh noacc	Diaphorase act	Diaph inh CS	TNAP act hi DEA	L major viab	TNAP inh hi DEA
COc1ccc(CNc2nn[nH]n2)cc1OC	0.8	16	1	1	-15	0.9	14	1.1	-2	-8
CC(=O)c1cccc(NC(=S)NCCc2ccc(F)cc2)c1	0.9	14	1	1	-9	1	4	1	-3	1
Cc1cc(=O)oc2cc(OCC(=O)OCC(=O)NCCc3ccccc3)ccc12	1	2	1.1	1.2	-16	1	0	1.1	-5	-5
Cc1ccc(S(=O)(=O)N(CC(=O)N2CCOCC2)C2CCCCC2)cc1	1	1	1	1	-15	1	2	1	1	-4
Cc1ccc(S(=O)(=O)N(C)CCCC(=O)NC(C)(C)C)cc1	1.1	-14	1	1	-3	1	4	1	-2	-1
COc1cc2c(cc1OC)C(C)N(C(=O)c1cc3c(s1)-c1c(C)cccc1OC3)CC2 (centres undefined)	0.9	7	0.8	0.9	-1	0.8	17	1	-6	-4
O=C(O)c1cccc(CSc2nnc(COc3ccccc3)o2)c1	1	1	1	0.9	-3	0.9	7	1	-7	3
O=C(Cc1c(F)cccc1Cl)N1CCOCC1	1	0	1.1	1.1	-12	1	1	1.1	2	-6
